Bioassay records from PubChem.
PL biosyn Enam: phospholipid synthesis inhibitors, CHO cells, primary screen, ZR-82 cells, Enamine library, screen 3; calls only at 10 µM; 20,000 tested, 0.4% active; ZR-82 CHO cells, pyrene fatty acid UV survival, CellTiter Blue; peroxisome-deficient CHO-K1 mutant line; plus DGAT-1, DGAT-2 and ACAT inhibitors;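 active = cell survival signal 2 SD away from solvent-only control wells, confirmed on one or two retests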;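 note: 3 h compound exposure then viability read about one day after UV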
Calls only; i = inactive. A portion of the library. The share of hits here may be higher or lower than overall.

Compound: COC(=O)c1sc(N)c(C(=O)OC)c1COC(=O)C1CC(=O)N(Cc2ccco2)C1 (stereo not drawn)
  PL biosyn Enam: i

Compound: CCn1ccnc1C(=O)O
  PL biosyn Enam: i

Compound: O=S(=O)(c1cccc(-c2nn(CN3CCc4ccccc4C3)c(=S)o2)c1)N1CCCCC1
  PL biosyn Enam: i

Compound: CN(CC(=O)N1CCNC1=O)Cc1ccc(Br)s1
  PL biosyn Enam: i

Compound: C=CCNc1nc2c(s1)CCCC2
  PL biosyn Enam: i

Compound: O=C(CSCSCC(=O)NCC1CCCO1)NCC1CCCO1 (stereo not drawn)
  PL biosyn Enam: i

Compound: CCn1c(C)cc(C(=O)CSc2nnc(C3CC3)n2C2CC2)c1C
  PL biosyn Enam: i

Compound: Nc1ncc(Cc2ccc(F)cc2)s1
  PL biosyn Enam: i

Compound: O=C(NNC1=NCCCCC1)c1n[nH]c2c1CCC2
  PL biosyn Enam: i

Compound: CCCCn1cnc2cc(C)c(C)cc21
  PL biosyn Enam: i

Compound: CC(C)NC(=S)NN=C1CCCCCCCCCCC1
  PL biosyn Enam: i

Compound: CCOc1ccc(S(=O)(=O)N2CC3(C)CC2CC(C)(C)C3)cc1 (stereo not drawn)
  PL biosyn Enam: i

Compound: CC(C)CC1(C)NC(=O)N(CC(=O)NC(=O)NC(C)C)C1=O (stereo not drawn)
  PL biosyn Enam: i

Compound: O=c1c2ccccc2[nH]c(=S)n1C1CCCC1
  PL biosyn Enam: i

Compound: COC(=O)Cc1csc(N=Cc2c(O)[nH]c(=O)[nH]c2=O)n1
  PL biosyn Enam: i

Compound: CCCCN(CC)c1cn[nH]c(=O)c1Cl
  PL biosyn Enam: i

Compound: CCN(CC)P1(=O)/C(=C2\N(C)c3ccc(Br)cc3C2(C)C)C=NN1c1ccc(Br)cc1 (stereo not drawn)
  PL biosyn Enam: i

Compound: CN(C)c1c(N)n(C)c(=O)[nH]c1=O
  PL biosyn Enam: i

Compound: CC1CC(C)CN(C(=O)C(C)N2CCN(S(=O)(=O)c3ccc(Br)s3)CC2)C1 (stereo not drawn)
  PL biosyn Enam: i

Compound: Cc1ccc(C(C)(C)C)cc1S(=O)(=O)N1CC(C)OC(C)C1 (stereo not drawn)
  PL biosyn Enam: i

Compound: S=c1[nH]ncn1/N=C/c1ccccn1
  PL biosyn Enam: i

Compound: O=S1(=O)CCN2C(c3ccc(F)cc3)=CSC2=N1
  PL biosyn Enam: i

Compound: O=S(=O)(NCC1(N2CCOCC2)CCCCC1)c1cccs1
  PL biosyn Enam: i

Compound: Cc1nc(SCc2cc(=O)n3c(C)csc3n2)c2c(C)c(C)sc2n1
  PL biosyn Enam: i

Compound: O=S(=O)(Nc1ccc(N2CCOCC2)cc1)c1c(F)cc(F)cc1Br
  PL biosyn Enam: i

Compound: O=[N+]([O-])c1cc(O)c(N=Cc2ccco2)cc1Cl
  PL biosyn Enam: i

Compound: Cn1c2c(c(=O)[nH]c1=O)C(c1ccc(Br)cc1)C1=C(COC1=O)N2 (stereo not drawn)
  PL biosyn Enam: i

Compound: O=[N+]([O-])c1cc(S(=O)(=O)Oc2cccc(Cl)c2Cl)ccc1Cl
  PL biosyn Enam: i

Compound: C=CCN=c1scc(-c2ccc(OC(F)F)cc2)n1/N=C/c1ccc(F)cc1
  PL biosyn Enam: i

Compound: CCSc1nnc(NC(=O)CC23CC4CC(CC(Br)(C4)C2)C3)s1
  PL biosyn Enam: i

Compound: CN(C)NC(=S)NC1CCCCC1
  PL biosyn Enam: i

Compound: Cc1nc(SCC(=O)c2c(N)n(C3CC3)c(=O)[nH]c2=O)n(C2CCCCC2)c1C
  PL biosyn Enam: i

Compound: C=CCn1c(C)cc(-c2csc(N)n2)c1C
  PL biosyn Enam: i

Compound: Nc1nc(SCCSc2ccccc2F)n[nH]1
  PL biosyn Enam: i

Compound: O=C(CN1CCN(Cc2nc3ccsc3c(=O)[nH]2)CC1)NC1CC1
  PL biosyn Enam: i

Compound: CN(C)P(=NC(=S)N1CCOCC1)(N(C)C)C12CC3CC(CC(C3)C1)C2
  PL biosyn Enam: i

Compound: C=CCN=C1NN=C(c2ccc3c(c2)OCCO3)CS1
  PL biosyn Enam: i

Compound: Cn1cnn(CN2CCN(c3ccccn3)CC2)c1=S
  PL biosyn Enam: i

Compound: CCN1C(=O)/C(=C/c2c3oc4ccccc4cc-3c3ccccc23)SC1=S
  PL biosyn Enam: i

Compound: O=C(O)C1CCCN1/C=C/C(=O)C(F)(F)F (stereo not drawn)
  PL biosyn Enam: i

Compound: Cc1c2c(nc3cc4c(cc13)OCO4)-c1ccccc1OC2
  PL biosyn Enam: i

Compound: COc1ccc(OC)c(C2CC(c3ccco3)=NN2S(C)(=O)=O)c1 (stereo not drawn)
  PL biosyn Enam: i

Compound: Cc1cccc2nc(CN3CCCC3c3cccs3)cc(=O)n12 (stereo not drawn)
  PL biosyn Enam: i

Compound: O=C(Cc1ccc(S(=O)(=O)N2CCCC2)s1)NCCC(=O)N1CCCC1
  PL biosyn Enam: i

Compound: CCCCCn1c(=S)[nH]c2sc3c(c2c1=O)CCCC3
  PL biosyn Enam: i

27 consecutive entries already listed, for reference:
Compound: CC1CC(C)CN(C(=O)C(C)N2CCN(S(=O)(=O)c3ccc(Br)s3)CC2)C1 (stereo not drawn)
  PL biosyn Enam: i

Compound: Cc1ccc(C(C)(C)C)cc1S(=O)(=O)N1CC(C)OC(C)C1 (stereo not drawn)
  PL biosyn Enam: i

Compound: S=c1[nH]ncn1/N=C/c1ccccn1
  PL biosyn Enam: i

Compound: O=S1(=O)CCN2C(c3ccc(F)cc3)=CSC2=N1
  PL biosyn Enam: i

Compound: O=S(=O)(NCC1(N2CCOCC2)CCCCC1)c1cccs1
  PL biosyn Enam: i

Compound: Cc1nc(SCc2cc(=O)n3c(C)csc3n2)c2c(C)c(C)sc2n1
  PL biosyn Enam: i

Compound: O=S(=O)(Nc1ccc(N2CCOCC2)cc1)c1c(F)cc(F)cc1Br
  PL biosyn Enam: i

Compound: O=[N+]([O-])c1cc(O)c(N=Cc2ccco2)cc1Cl
  PL biosyn Enam: i

Compound: Cn1c2c(c(=O)[nH]c1=O)C(c1ccc(Br)cc1)C1=C(COC1=O)N2 (stereo not drawn)
  PL biosyn Enam: i

Compound: O=[N+]([O-])c1cc(S(=O)(=O)Oc2cccc(Cl)c2Cl)ccc1Cl
  PL biosyn Enam: i

Compound: C=CCN=c1scc(-c2ccc(OC(F)F)cc2)n1/N=C/c1ccc(F)cc1
  PL biosyn Enam: i

Compound: CCSc1nnc(NC(=O)CC23CC4CC(CC(Br)(C4)C2)C3)s1
  PL biosyn Enam: i

Compound: CN(C)NC(=S)NC1CCCCC1
  PL biosyn Enam: i

Compound: Cc1nc(SCC(=O)c2c(N)n(C3CC3)c(=O)[nH]c2=O)n(C2CCCCC2)c1C
  PL biosyn Enam: i

Compound: C=CCn1c(C)cc(-c2csc(N)n2)c1C
  PL biosyn Enam: i

Compound: Nc1nc(SCCSc2ccccc2F)n[nH]1
  PL biosyn Enam: i

Compound: O=C(CN1CCN(Cc2nc3ccsc3c(=O)[nH]2)CC1)NC1CC1
  PL biosyn Enam: i

Compound: CN(C)P(=NC(=S)N1CCOCC1)(N(C)C)C12CC3CC(CC(C3)C1)C2
  PL biosyn Enam: i

Compound: C=CCN=C1NN=C(c2ccc3c(c2)OCCO3)CS1
  PL biosyn Enam: i

Compound: Cn1cnn(CN2CCN(c3ccccn3)CC2)c1=S
  PL biosyn Enam: i

Compound: CCN1C(=O)/C(=C/c2c3oc4ccccc4cc-3c3ccccc23)SC1=S
  PL biosyn Enam: i

Compound: O=C(O)C1CCCN1/C=C/C(=O)C(F)(F)F (stereo not drawn)
  PL biosyn Enam: i

Compound: Cc1c2c(nc3cc4c(cc13)OCO4)-c1ccccc1OC2
  PL biosyn Enam: i

Compound: COc1ccc(OC)c(C2CC(c3ccco3)=NN2S(C)(=O)=O)c1 (stereo not drawn)
  PL biosyn Enam: i

Compound: Cc1cccc2nc(CN3CCCC3c3cccs3)cc(=O)n12 (stereo not drawn)
  PL biosyn Enam: i

Compound: O=C(Cc1ccc(S(=O)(=O)N2CCCC2)s1)NCCC(=O)N1CCCC1
  PL biosyn Enam: i

Compound: CCCCCn1c(=S)[nH]c2sc3c(c2c1=O)CCCC3
  PL biosyn Enam: i

(cont.)
Compound: O=C1Nc2ccccc2C1(O)Cc1n[nH]c(=O)c2ccccc12 (stereo not drawn)
  PL biosyn Enam: i

Compound: COC(=O)c1sc(N)c(C(=O)OC)c1COC(=O)CN1C(=O)NC2(CCCC2)C1=O
  PL biosyn Enam: i

Compound: CC(C)C(=O)NC(N1CCOCC1)C(Cl)(Cl)Cl (stereo not drawn)
  PL biosyn Enam: i

Compound: O=C(O)c1cc(-c2ccco2)on1
  PL biosyn Enam: i

Compound: Cc1sc2ncn(CC(=O)N(C(C)C)C(C)C)c(=O)c2c1C
  PL biosyn Enam: i

Compound: CC1CN(Cc2nc3ccsc3c(=O)[nH]2)CC(C)O1 (stereo not drawn)
  PL biosyn Enam: i

Compound: c1csc(-c2nc(CSc3nnnn3C3CCCC3)cs2)c1
  PL biosyn Enam: i

Compound: CCOC(=O)c1c(C)[nH]c(C(=O)COc2ncnc3sc4c(c23)CCC4)c1C
  PL biosyn Enam: i

Compound: O=C(CSc1nncs1)NC1CCCCCCC1
  PL biosyn Enam: i

Compound: O=S(=O)(Nc1ccc(SC(F)F)cc1)c1cccc(F)c1
  PL biosyn Enam: i

Compound: O=S(=O)(c1ccc(Cl)cc1F)N(Cc1ccco1)Cc1ccco1
  PL biosyn Enam: i

Compound: Brc1ccccc1-c1ccc(/C=C/c2ccc(-c3ncc(-c4ccccc4)o3)cc2)o1
  PL biosyn Enam: i

Compound: CC(C)(C)c1ccc(-c2n[nH]c(=S)n2/N=C/c2c3ccccc3cc3ccccc23)cc1
  PL biosyn Enam: i

Compound: Nc1nnc(SCC(=O)Nc2c(F)c(F)c(F)c(F)c2F)s1
  PL biosyn Enam: i

Compound: CC1CCC2(CC1)NC(=O)N(NC(=O)CSc1nnc(C3CC3)n1C)C2=O (stereo not drawn)
  PL biosyn Enam: i

Compound: CC1=CC(C)(C)Nc2ccc(OC(=O)N3c4ccccc4Sc4ccccc43)cc21
  PL biosyn Enam: i

Compound: O=S(=O)(c1ccc(C2=CSC3=NCCCN23)cc1)N1CCCCC1
  PL biosyn Enam: i

Compound: Cc1cc(C(=O)OCc2cc(=O)n3cc(Br)ccc3n2)on1
  PL biosyn Enam: i

Compound: Cn1c(=O)c2[nH]c(-[n+]3cccc(C(=O)NCc4ccccc4)c3)nc2n(C)c1=O
  PL biosyn Enam: i

Compound: CCOC(=O)c1c(C)[nH]c(C(=O)C(C)OC(=O)CCn2c(C)csc2=O)c1C (stereo not drawn)
  PL biosyn Enam: i

Compound: O=C1NC2(Oc3ccccc31)C(=O)Nc1ccccc12 (stereo not drawn)
  PL biosyn Enam: i

Compound: O=C(C1=C(O)C(=O)N(CCCn2ccnc2)C1c1cccs1)c1cccs1 (stereo not drawn)
  PL biosyn Enam: i

Compound: O=[N+]([O-])c1ccc(I)cc1
  PL biosyn Enam: i

Compound: Cc1cc(/C=N/N2CCOCC2)c(C)n1-c1ccc(I)cc1
  PL biosyn Enam: i

Compound: COC(=O)c1cc(OC(=O)/C=C/c2cc(OC)c(OC)c(OC)c2)cc(C(=O)OC)c1
  PL biosyn Enam: i

Compound: Cc1ccc2nc(CSCc3cc(=O)oc4cc5c(cc34)CCC5)cc(=O)n2c1
  PL biosyn Enam: i

Compound: CC1N(C)c2cc3c(cc2C1(C)C)P(=Nc1ccc(Br)cc1)(N1CCOCC1)OC(c1ccc(F)cc1)=N3 (stereo not drawn)
  PL biosyn Enam: i

Compound: Cn1ccnc1CC(O)(c1ccccc1)c1ccccc1
  PL biosyn Enam: i

Compound: Cc1cc(/C=C/C(=O)O)c(C)n1C1CCCCC1
  PL biosyn Enam: i

Compound: C(=C\c1nc2ccccc2s1)/c1ccsc1
  PL biosyn Enam: i

Compound: CC(C)c1nnc(NC(=O)C(F)(F)F)s1
  PL biosyn Enam: i

Compound: COC(=O)c1c(CC(=O)O)[nH]c(C(C)=O)c1C
  PL biosyn Enam: i

Compound: O=[N+]([O-])c1ccccc1SN1c2ccccc2CCc2ccccc21
  PL biosyn Enam: i

Compound: Cc1cc(=O)[nH]c(N/N=C/c2c3ccccc3cc3ccccc23)n1
  PL biosyn Enam: i

Compound: C=CCn1c(SCC(=O)NCC2CCCO2)nc2sc3c(c2c1=O)CCC3 (stereo not drawn)
  PL biosyn Enam: i

Compound: Cc1occc1-c1nnc(SCCNCCO)o1
  PL biosyn Enam: i

Compound: COc1ccccc1/C=C/C1Nc2cccc3cccc(c23)N1
  PL biosyn Enam: i

Compound: CN=Cc1cc([N+](=O)[O-])ccc1Cl
  PL biosyn Enam: i

Compound: O=C(CSc1nc2sc3c(c2c(=O)[nH]1)CCC3)N(CCO)CCO
  PL biosyn Enam: i

Compound: O=C(CCc1nc(-c2ccsc2)no1)NC1CCCCCC1
  PL biosyn Enam: i

Compound: Clc1cc2c(c3ncccc13)OCN(C(c1ccccc1)c1ccccc1)C2
  PL biosyn Enam: i

Compound: CN1/C(=C\C(=O)C[n+]2ccccc2)C(C)(C)c2ccccc21
  PL biosyn Enam: i

Compound: O=S(=O)(Nc1ccc(Cl)cc1)c1ccc(NS(=O)(=O)c2ccc(F)c(Cl)c2)cc1
  PL biosyn Enam: i

Compound: Oc1c(C(c2cccnc2)N2CCCCC2)ccc2cccnc12 (stereo not drawn)
  PL biosyn Enam: i

Compound: COc1ccc(C2Oc3ccccc3C3CC(c4ccccc4)=NN32)cc1OC (stereo not drawn)
  PL biosyn Enam: i

Compound: CC1CCN(C(=S)NC2CC3CCC2C3)CC1 (stereo not drawn)
  PL biosyn Enam: i

Compound: Cc1cc(C)[n+]2nc(C)sc2n1
  PL biosyn Enam: i
